# Screens deposited in PubChem BioAssay by several laboratories.
# KCNQ2 inh = KCNQ2 potassium channel inhibitors, primary screen, cell-based, CHO-K1, FluxOR thallium flux, B-score (AID 2156); actives 1.1% (n = 310,000); 20 min; stronger effect = lower value; O88943; B-score at 10 µM;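 active means fluorescence ratio B-score at most minus 3 library SDs, with starting brightness B-score within 2 library SDs, cut at about -5.5 in these data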
# STK33 inh = blocks human STK33 kinase activity. purified STK33, MBP phosphorylation, ADP-Glo luminescence. inhibition, % at 10 µM. actives 0.073% (n = 320,000). AID 2661;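 active means inhibition at or above 25%, using the most active replicate where run in duplicate; inactive means inhibition below 25%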
# Target sequence (Q9BYT3 whole entry, looked up): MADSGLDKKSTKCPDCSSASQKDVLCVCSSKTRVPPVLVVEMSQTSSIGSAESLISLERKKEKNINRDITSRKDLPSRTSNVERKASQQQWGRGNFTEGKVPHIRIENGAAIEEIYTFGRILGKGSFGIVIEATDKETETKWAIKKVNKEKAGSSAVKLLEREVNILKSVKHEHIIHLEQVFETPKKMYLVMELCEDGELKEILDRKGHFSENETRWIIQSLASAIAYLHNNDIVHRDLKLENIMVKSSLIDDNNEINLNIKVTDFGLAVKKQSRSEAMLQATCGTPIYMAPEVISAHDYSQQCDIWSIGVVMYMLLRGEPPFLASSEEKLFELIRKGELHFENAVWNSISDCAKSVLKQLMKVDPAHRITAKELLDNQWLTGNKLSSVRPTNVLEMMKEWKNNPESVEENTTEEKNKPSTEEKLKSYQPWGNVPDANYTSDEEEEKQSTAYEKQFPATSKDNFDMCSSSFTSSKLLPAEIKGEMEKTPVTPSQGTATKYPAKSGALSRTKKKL
# OX1R antag = blocks the human orexin 1 receptor. OX1R-expressing cells, FRET antagonist read-out. inhibition, % at 6.6 µM. AID 485270. actives 1.8% (n = 330,000); in the data active means inhibition mostly above about 38%, no sharp cut-off; inactive means mostly below about 40%;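 further: 0% = agonist challenge alone and 100% = reference antagonist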
# Target sequence (O43613 whole entry, looked up): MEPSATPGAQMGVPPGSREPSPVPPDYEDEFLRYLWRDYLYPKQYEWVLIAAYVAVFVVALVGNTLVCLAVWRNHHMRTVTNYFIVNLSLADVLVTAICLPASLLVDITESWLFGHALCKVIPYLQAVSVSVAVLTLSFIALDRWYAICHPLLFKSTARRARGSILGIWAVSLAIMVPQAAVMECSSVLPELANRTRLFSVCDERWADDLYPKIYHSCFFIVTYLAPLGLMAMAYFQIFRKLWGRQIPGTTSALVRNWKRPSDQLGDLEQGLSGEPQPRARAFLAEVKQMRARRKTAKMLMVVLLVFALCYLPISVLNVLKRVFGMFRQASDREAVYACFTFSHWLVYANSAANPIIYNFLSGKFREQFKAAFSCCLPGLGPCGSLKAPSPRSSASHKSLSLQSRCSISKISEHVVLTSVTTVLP
# * marks the source's active call; other numbers are inactive results; i = inactive; x = not tested or not shown.
# Start of the listing, in advance:
SMILES,KCNQ2 inh,STK33 inh,OX1R antag
CCN(Cc1ccc2c(c1)OCO2)C(=O)CSc1nc(C)nc2sc(C)c(C)c12,x,-0.9,10.1
CCN(CC)C(=O)CSC(Nc1ccc(F)cc1)=C(C#N)C#N,i,-0.6,6.9
CC1=NN(c2ccccc2)C(=O)/C1=C\c1cc(C)n(C)c1C,i,-1.5,17.0

# The whole of this part, repeating the preview:
SMILES,KCNQ2 inh,STK33 inh,OX1R antag
CCN(Cc1ccc2c(c1)OCO2)C(=O)CSc1nc(C)nc2sc(C)c(C)c12,x,-0.9,10.1
CCN(CC)C(=O)CSC(Nc1ccc(F)cc1)=C(C#N)C#N,i,-0.6,6.9
CC1=NN(c2ccccc2)C(=O)/C1=C\c1cc(C)n(C)c1C,i,-1.5,17.0
Cc1ccc(-c2c(C(=O)N/N=C/c3c[nH]c4ccccc34)nnn2-c2nonc2N)cc1,i,-1.7,38.8
COC(=O)CN1C2(C#N)CCCCC2CC2CCCCC21C#N (stereo not given),i,-1.8,20.2
O=C(Nc1nc(COc2ccccc2)cs1)C1CCC1,i,-0.3,27.0
COc1ccc(CN2CCNC(=O)C2CC(=O)NC2CCCCC2)c(OC)c1 (stereo not given),i,-0.3,6.2
CC1CCCN(C(=O)c2cn(-c3ccccc3)nc2-c2cccnc2)C1 (stereo not given),i,-1.0,28.0
N#C/C(=C\c1ccc(-c2ccc(C(=O)O)cc2)o1)C(=O)Nc1ccc(F)cc1,i,-1.4,16.6
N#Cc1cccc(-c2nnc(SCc3ccccc3C#N)o2)c1,i,0.5,15.0
CCc1c(C(=O)NC2CCCC2)csc1C,i,-0.2,14.5
Cc1cc(C)n2nc(CC(=O)NNC(=O)COc3ccccc3)nc2n1,i,-0.6,7.6
COc1ccc2sc(N3C(=O)C4CC=C(C)CC4C3=O)nc2c1 (stereo not given),i,1.8,6.7
CC(C)NC(=O)Nc1ccc2c(c1)C(=O)N([C@H](C)CO)C[C@H](C)[C@@H](CN(C)C(=O)NC1CCCCC1)O2,x,-0.3,4.5
Cc1cc(NC(=O)c2cc([N+](=O)[O-])ccc2Cl)no1,i,-0.9,29.7
CCOC(=O)c1c(/N=C/N(C)C)sc(C)c1C,i,0.7,12.5
CCC(C)(C)NC(=O)C(c1ccc(OC)cc1)N(C(=O)CCC(=O)Nc1cc(C)on1)c1ccccc1F (stereo not given),i,-0.4,16.1
CC12CCC(=O)N1C(C(=O)Nc1nc3ccc(F)cc3s1)CS2 (stereo not given),x,-1.0,7.5
Cn1c(=O)c(C(=O)CSc2nnc(Nc3ccccc3)s2)c(N)n(Cc2ccccc2)c1=O,i,-0.5,3.8
Cc1cc(C)n(-c2nnc(N3CCN(c4ccc(F)cc4)CC3)nn2)n1,i,-1.7,14.6
CCOc1cc(C2Nc3ccccc3NC3=C2C(=O)CC(C)(C)C3)ccc1OC(C)=O (stereo not given),i,-0.7,11.8
COc1cccc(C(=O)NCCSc2c(C)[nH]c3ccccc23)c1OC,i,-1.8,8.2
NS(=O)(=O)c1ccc(CCNC(=O)C2CC(=O)N(Cc3ccccc3Cl)C2)cc1 (stereo not given),x,-1.5,1.2
N#Cc1cn(Cc2ccccc2)c(=O)[nH]c1=O,i,-0.8,9.4
CCOC(=O)N1CCN(C(=O)CSc2ccc(-c3ccccc3)nn2)CC1,i,-2.0,92.2*
COCC(C)NC(=O)C1CC(c2cccc(Br)c2)=NO1 (stereo not given),i,-1.1,14.0
C=CCOc1ccc(Br)cc1/C=N/O,i,-1.9,13.2
COc1ccccc1CCN=C(N)NS(=O)(=O)c1ccc(C)c(C)c1,i,1.1,8.0
c1cc(C2OCCN2CC2COC3(CCCC3)O2)ccn1 (stereo not given),i,1.2,16.2
O=C(COC(=O)c1cc(=O)[nH]c2ccccc12)c1ccccc1,i,-1.7,26.9
COc1ccc([N+](=O)[O-])c(OC)c1C(=O)NC(=O)Nc1c(F)cc(F)cc1F,i,-0.1,4.5
COc1ccc(NC(=O)COC(=O)c2ccc(-n3nc(C)cc3C)cc2)cc1OC,x,-1.2,10.3
Cc1nnc(NC(=O)CSc2cn(Cc3ccccc3)c3ccccc23)s1,i,-0.2,18.7
O=C(COc1ncnc2ccccc12)Nc1cc(S(=O)(=O)N2CCOCC2)ccc1Cl,i,-1.2,16.5
CCN(C(=O)COC(=O)c1ccccc1SCC(=O)NC1CCCCCCC1)C1CCS(=O)(=O)C1 (stereo not given),i,-1.5,6.2
COc1ccc(NC(=O)CSc2nc3sc(C)cc3c(=O)n2C)c(OC)c1,i,1.6,88.4*
Cc1ccc(CC(NC(=O)c2ccccc2)C(=O)N2CCCC2C(=O)O)cc1 (stereo not given),i,-2.5,11.0
CCC1(C)Cc2c(sc3[nH]c(=S)n(Cc4ccccc4)c(=O)c23)CO1 (stereo not given),i,-0.7,14.4
CCCCn1c(N)c(N(CC(C)C)C(=O)CSc2nnc(C)n2-c2ccc(OC)cc2)c(=O)[nH]c1=O,i,-0.6,4.5
CCOc1ccc(N2C(=O)CC(NCCc3ccncc3)C2=O)cc1 (stereo not given),i,-2.5,11.2
CCn1c(SCC(=O)NC2CCCC2)nnc1-c1c[nH]c2ccccc12,i,-0.7,0.8
COC(=O)Cc1[nH]nc2c1C1(C(=O)N(Cc3ccc(Cl)cc3)c3ccccc31)C(C#N)=C(N)O2 (stereo not given),i,-0.7,13.6
CC(=O)c1cccc(S(=O)(=O)NC2CCCCCC2)c1,i,-1.7,11.1
Cc1cc(/C(N)=N/OC(=O)Nc2ccc(Cl)cc2)no1,i,0.9,-3.9
Cc1cc(C)c(C#N)c(SCc2nnc(-c3ccccc3)o2)n1,i,0.1,80.7*
Nc1ccc(N2C(=O)c3ccccc3C2=O)c(Cl)c1,x,-2.3,9.1
CC(C)(Oc1ccc(Cl)cc1)C(=O)N1CCN(c2ccccn2)CC1,-7.38*,-1.7,15.0
Cc1ccc(NC(=O)NCCCCc2ccccc2)cc1,i,-2.1,7.5
Cc1nnc(NC(=O)c2ccccc2C(=O)O)s1,i,0.4,10.5
O=C(c1ccc(F)cc1)c1cn[nH]c1-c1ccccc1O,i,-0.2,12.9
Cc1ccc(S(=O)(=O)N2CCOCC2)cc1NC(=O)COC(=O)CCn1c(C)csc1=O,i,-1.6,8.4
CC(C)Nc1nc(NC(C)C)nc(N(C)C(N)=O)n1,i,0.3,7.3
CCc1ccc(/C=C2\SC(=S)N(CCC(=O)NCCCN3CCOCC3)C2=O)cc1,i,1.4,16.7
COc1ccccc1-c1c(C)nn2c(N3CCC(C(N)=O)CC3)cc(C)nc12,i,-1.1,9.5
O=C(NC(=S)N1CCc2ccccc21)c1ccccc1Br,i,-1.8,10.5
COc1ccc(C)cc1Nc1ccc(C(=O)O)cc1[N+](=O)[O-],i,-1.0,51.5
Cc1ccc(S(=O)(=O)n2nc(OC(=O)c3c(-c4ccccc4Cl)noc3C)cc2N)cc1,i,-2.0,26.8
COc1ccc(NC(=O)c2ccc(Cl)nc2)cc1S(=O)(=O)N1CCOCC1,x,0.1,7.7
COc1ccc(C2OC(=O)CC2C(=O)NC(C)C)cc1 (stereo not given),i,0.0,9.3
CC1=NN(C(=O)c2ccc(Cl)cc2)C(O)(c2ccccc2)C1 (stereo not given),i,0.8,2.2

# Brought forward from above: 7 compounds, followed by the next part.
SMILES,KCNQ2 inh,STK33 inh,OX1R antag
COc1ccccc1-c1c(C)nn2c(N3CCC(C(N)=O)CC3)cc(C)nc12,i,-1.1,9.5
O=C(NC(=S)N1CCc2ccccc21)c1ccccc1Br,i,-1.8,10.5
COc1ccc(C)cc1Nc1ccc(C(=O)O)cc1[N+](=O)[O-],i,-1.0,51.5
Cc1ccc(S(=O)(=O)n2nc(OC(=O)c3c(-c4ccccc4Cl)noc3C)cc2N)cc1,i,-2.0,26.8
COc1ccc(NC(=O)c2ccc(Cl)nc2)cc1S(=O)(=O)N1CCOCC1,x,0.1,7.7
COc1ccc(C2OC(=O)CC2C(=O)NC(C)C)cc1 (stereo not given),i,0.0,9.3
CC1=NN(C(=O)c2ccc(Cl)cc2)C(O)(c2ccccc2)C1 (stereo not given),i,0.8,2.2
C#CCOCCOCCOCCNc1nc(N2CCOCC2)nc(N2CCN(C(=O)[C@H](CCC(=O)O)n3cc(C(N)Cc4ccc(O)cc4)nn3)CC2)n1 (stereo not given in full),i,-1.2,10.4
COc1ccc(CCNC(=O)CSCc2ccc(Cl)cc2)cc1OC,i,-0.9,10.2
COc1cc(NC(=O)COC(=O)c2cnc(C)cn2)c(C)cc1[N+](=O)[O-],i,0.7,23.6
CCN(CC(=O)NCc1ccc(Cl)cc1)C(=O)/C=C/c1cccs1,i,-0.6,17.4
CCCCCOc1ccc(C(=O)CCN2CCOCC2)cc1,i,1.2,9.7
O=C(CSc1ccc(-c2ccccn2)nn1)NCc1ccc(F)cc1,i,-1.6,18.9
CCCc1n[nH]c2c1C(=O)CC(C)(C)C2,i,-0.6,9.3
CCC1Sc2ccc(S(=O)(=O)CCC(=O)Nc3ccccc3Cl)cc2NC1=O (stereo not given),i,0.2,5.9
O=C(C1CC(=O)N(C2CCCCC2)C1)N1CCN(c2cccc(C(F)(F)F)c2)CC1 (stereo not given),i,0.9,18.6
COc1ccc(C2=NC(c3ccccc3)CO2)cc1 (stereo not given),i,-1.1,28.3
COC(=O)Cn1cc(/C=N/NC(=O)c2ccc(C#N)cc2F)c2ccccc21,i,-0.9,5.5
COc1ccc(CC(=O)Nc2cccc(-c3csc(C)n3)c2)cc1,i,-0.3,31.9
O=C(NCc1ccc2c(c1)OCO2)c1cccc2c1C(=O)N(C1CCCCC1)C2,i,-1.7,-5.7
O=C(c1ccc(-c2ccccc2)cc1)N1CCN(C(=O)c2ccco2)CC1,i,-0.2,19.2
c1ccc(CSCc2cn3ccsc3n2)cc1,i,-1.2,12.5
CCOC(=O)c1[nH]ncc1CN1CCC(Cc2ccccc2)(C(=O)OCC)CC1,i,0.0,7.2
S=C(Nc1ccccc1)N1CCN(c2ccc(N3CCOCC3)nn2)CC1,i,0.2,18.8
O=C(NC1CC1)c1cc2c(F)cccc2s1,i,2.5,14.4
COc1ccc(NC(=O)CS(=O)CC(=O)Nc2cc(Cl)ccc2OC)cc1 (stereo not given),i,0.5,15.9
CCCCN=Cc1sc2ccc(OCC)cc2c1O,i,-1.3,13.4
CC(C)c1nc2c(c(=O)n(C)c(=O)n2C)n1C,i,-0.9,-8.5
C=CCc1ccccc1OCC(O)CN1CCN(c2ccc(C)cc2)CC1 (stereo not given),i,0.3,5.2
O=C(CSC(=S)N1CCOCC1)Nc1nccs1,i,0.6,4.6
O=C(NN1C(=O)C2C3CCC(O3)C2C1=O)c1ccco1 (stereo not given),i,-0.6,43.2
O=C(COC(=O)C1COc2ccccc2O1)NC(=O)NC1CCCC1 (stereo not given),i,-0.5,15.4
Cc1cc(/C=C2\SC(=S)NC2=O)c(C)[nH]1,i,-1.7,8.1
O=C1CCC([N+](=O)[O-])C(c2ccc(Cl)cc2)N1 (stereo not given),i,-1.2,-7.7
Cc1ccccc1OCC(=O)N(CC(C)C)c1c(N)n(CC(C)C)c(=O)[nH]c1=O,i,8.9,7.3
Cc1cccc(N=C2NN=C(c3ccccc3F)CS2)c1C,i,0.5,2.6
COc1cc([N+](=O)[O-])ccc1NC(=O)NNC(=O)c1sccc1C,i,-0.8,29.1
CCOc1ccccc1CNC(=O)c1cc2oc3ccccc3c2n1CC,i,-1.4,52.6*
Cc1c(Nc2cc(N3CCOCC3)c3nonc3c2[N+](=O)[O-])c(=O)n(-c2ccccc2)n1C,i,0.2,20.9
COc1cccc(CN2CCNC(=O)C2CC(=O)NCc2cn3ccc(C)cc3n2)c1OC (stereo not given),i,-1.1,7.8
CCNC(=S)NNc1nncc2ccccc12,i,-1.0,6.0
COc1cc(C(=O)N2CCSCC2)ccc1OC1CCN(C(C)=O)CC1,i,0.6,17.8
CCOc1ccc(NC(=S)N2CCCN(Cc3cccc(Cl)c3)C2)cc1,i,-0.4,13.2
CCOC(=O)c1c(-c2ccc(F)cc2)csc1NC(=O)CN1C(=O)NC2(CCCCC2C)C1=O (stereo not given),i,x,12.1
COc1ccccc1CNC(=O)CN(c1ccc(C)cc1)S(=O)(=O)c1c(C)n[nH]c1C,i,-0.3,18.8
CSc1ccccc1C(=O)Nc1cccc(C(C)=O)c1,i,-1.4,9.9
COc1ccc2nc(NNC(=O)c3cc(=O)c4ccccc4o3)sc2c1,i,-0.6,13.4
Cc1ccc(NNC(=O)c2ccno2)cc1C,i,-0.8,4.9
Cn1c(C(=O)NCCN2CCOCC2)cc2sccc21,i,-0.4,10.1
COc1cc(/C=C2\SC(=S)N(CC(=O)NC3=NCCS3)C2=O)cc(OC)c1OC,i,-2.2,10.3
Cc1c(N/C=C(\Cl)C(=O)C(F)(F)F)c(=O)n(-c2ccccc2)n1C,i,-1.0,24.5
CCn1cc(C(=O)N[C@@H](CC(C)C)C(=O)NCCCn2ccnc2)c(=O)c2cc3c(cc21)OCO3,i,-1.4,6.8
Cc1ccc(CNC(=O)CSCc2ccc(F)cc2)cc1,i,-1.7,6.4
Cc1ccc(OCC(=O)NCCN2CCOCC2)cc1C,i,-0.7,16.0
COc1ccc(NC(=O)N2CCCC(c3nc(-c4ccc(C(C)C)cc4)no3)C2)cc1 (stereo not given),i,0.6,13.0
Cc1ccc(S(=O)(=O)N2CCN(C(=O)CN3CCCSc4ccccc43)CC2)cc1,x,-0.3,2.1
COc1ccc(-c2cc3ccccc3n2CC(O)CN2CCCCC2)cc1 (stereo not given),i,-0.9,22.8
O=C(NN=Cc1ccc(O)cc1O)c1ccccc1NS(=O)(=O)c1cccs1,x,-0.7,11.9
Cc1ccc(OCCn2cnc3ccccc3c2=O)c([N+](=O)[O-])c1,i,-1.3,19.7
Cc1cccc(-c2nc(C#N)c(N3CCC(C)CC3)o2)c1,i,-1.6,x
